From PubChem BioAssay
LANA DNA inh: inhibitors of KSHV C-LANA binding to DNA, primary screen, biochemical, fluorescence polarization, FAM-LBS DNA, MBP-C-LANA, single point; 0.078% of 340,000 active; AID 504423, 2011; inhibition, % at 9 µM;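 active means highest replicate inhibition at or above 60% at 9 µM, even if other replicates fall short; inactive means all replicates below 60% inhibition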;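 further: 0% = neutral control wells and 100% = 4 µM acridine orange control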
SR-BI uptake up: activators of SR-BI mediated DiI-HDL uptake, primary screen, ldlA[mSR-BI] CHO cells, DiI fluorescence; 3 h; 100 = double the neutral-control signal; activation, % at 12.5 µM; 0.096% of 320,000 active; AID 504775, 2011;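 active means mean replicate activation of at least 60% and every replicate at or above 60%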;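 further: 0% = median plate neutral-control signal and 100% = twice that signal; values of inactives mirror those of a sister screen read the other way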
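Test system: SR-BI-overexpressing, LDLR-lacking CHO cells; Medium: Ham's F12 with 0.5% BSA, HEPES 25 mM, pH 7.4; Schedule: 3 h, 37 °C; Technique: bottom-read fluorescence, 550/595 nm.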
CAL PDZ FP-1: CAL PDZ peptide-binding inhibitors, primary screen, biochemical, fluorescence polarization, Cer-tagged CAL PDZ, HTS; Golgi-associated PDZ and coiled-coil motif-containing protein (Homo sapiens), Q9HD26; purified CAL PDZ, TMR-peptide fluorescence polarization, 1 h; inhibition, % at 20 µM; 0.02% of 330,000 active; AID 504414, 2011;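 active means highest replicate inhibition of at least 40%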;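 further: plate controls were DMSO neutral control wells for no effect and unlabeled competitor peptide control wells for full effect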
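System: tagged CAL PDZ domain. Schedule: 1 h room-temperature incubation prior to read. Signal: fluorescence polarization (mP). Measure: percent inhibition from loss of millipolarization.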
RTF Ca sens act: cardiac RTF calcium sensitivity activators, primary screen, biochemical, IANBD-TnC fluorescence, EC20 calcium. Troponin I, cardiac muscle (Homo sapiens) + Troponin T, cardiac muscle (Homo sapiens) + …. IANBD-labeled TnC RTF fluorescence at EC20 calcium; 0% EC20 calcium, 100% full calcium. activation, % at 7.2 µM. 0.24% of 340,000 active;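 active means activation above the mean over all tested compounds plus 3 SD, cut at about 30% in these data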;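 further: rise in fluorescence read as greater calcium sensitivity of cardiac thin filaments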
PKA-R2B activ: activators of PKA-R2B holoenzyme, primary screen, biochemical, fluorescence polarization, Cy5-IP20, human | cAMP-dependent protein kinase catalytic subunit beta (Homo sapiens) + cAMP-dependent … | PKA-R2B holoenzyme dissociation; R2B truncated from residue 108, S112A mutant; 0% DMSO only, 100% 113 µM cGMP | activation, % at 11.4 µM | 0.079% of 340,000 active;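 active means activation above a cutoff set at the mean over all compounds plus 3 SD, cut at about 18% in these data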;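 further: higher means more holoenzyme dissociation and a rise in polarization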
Rtt109 HAT inh: inhibitors of C. albicans Rtt109/Vps75 HAT, primary screen, biochemical, ThioGlo CoA-SH fluorescence, plate reader; Histone acetyltransferase RTT109 (Candida albicans (strain SC5314 / ATCC MYA-2876)), …; purified Rtt109/Vps75, 4 h; inhibition, % at 34.9 µM; 0.16% of 330,000 active;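 active means inhibition of at least 50% in every replicate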
Target sequence (Q5AAJ8 whole entry, looked up): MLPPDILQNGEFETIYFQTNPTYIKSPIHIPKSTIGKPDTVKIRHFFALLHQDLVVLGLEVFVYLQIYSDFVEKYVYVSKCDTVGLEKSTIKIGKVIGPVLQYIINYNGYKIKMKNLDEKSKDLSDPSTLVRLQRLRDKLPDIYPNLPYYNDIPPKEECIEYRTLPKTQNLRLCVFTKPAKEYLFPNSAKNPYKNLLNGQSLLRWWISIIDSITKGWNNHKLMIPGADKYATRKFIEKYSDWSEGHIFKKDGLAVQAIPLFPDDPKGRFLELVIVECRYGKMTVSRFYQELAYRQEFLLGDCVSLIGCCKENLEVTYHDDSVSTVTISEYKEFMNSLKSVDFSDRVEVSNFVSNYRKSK
Keap1-Nrf2 PPI: Keap1-Nrf2 protein-protein interaction inhibitors, primary screen, biochemical, fluorescence polarization, single point; Kelch-like ECH-associated protein 1 (Homo sapiens), Q14145; Keap1 Kelch-Nrf2 peptide fluorescence polarization, 1536-well; inhibition, % at 9.4 µM; 0.15% of 340,000 active; AID 504523, 2011; in the data active means inhibition above about 12%;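 further: human Keap1 Kelch domain with fluorescein labeled Nrf2 9mer peptide probe; 0% = neutral control wells and 100% = peptide positive control; higher means more block of Keap1 binding to Nrf2 peptide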
Target sequence (Q14145 whole entry, looked up, the tested form may be a part): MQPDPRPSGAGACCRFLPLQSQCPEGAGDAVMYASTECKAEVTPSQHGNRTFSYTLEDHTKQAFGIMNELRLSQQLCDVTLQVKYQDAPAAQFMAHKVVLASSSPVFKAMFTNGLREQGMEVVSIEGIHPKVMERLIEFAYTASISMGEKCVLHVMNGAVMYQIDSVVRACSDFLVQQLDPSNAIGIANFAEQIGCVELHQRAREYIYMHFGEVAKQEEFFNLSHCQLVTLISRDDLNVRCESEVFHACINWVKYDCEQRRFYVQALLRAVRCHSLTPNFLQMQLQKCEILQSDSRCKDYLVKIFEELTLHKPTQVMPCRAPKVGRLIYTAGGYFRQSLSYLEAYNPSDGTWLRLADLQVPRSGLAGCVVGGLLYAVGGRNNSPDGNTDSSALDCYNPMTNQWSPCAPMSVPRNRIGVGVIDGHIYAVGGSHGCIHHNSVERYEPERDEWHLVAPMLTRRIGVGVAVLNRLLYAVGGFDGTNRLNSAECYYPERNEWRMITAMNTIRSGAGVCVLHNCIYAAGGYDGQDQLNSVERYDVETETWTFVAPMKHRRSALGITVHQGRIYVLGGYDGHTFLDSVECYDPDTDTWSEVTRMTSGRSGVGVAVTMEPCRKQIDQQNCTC
CAL PDZ FP-2: untagged CAL PDZ binding inhibitors, primary screen, biochemical, fluorescence polarization, HTS; Golgi-associated PDZ and coiled-coil motif-containing protein (Homo sapiens), Q9HD26; 0.92% of 300,000 active; purified CAL PDZ, TMR-peptide fluorescence polarization, 1 h; inhibition, % at 24.9 µM; AID 602252, 2012;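 active means mean inhibition of at least 30% with at least half of replicates also reaching 30%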;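 further: 0% = DMSO neutral control and 100% = excess unlabeled competitor peptide PRC23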
DAGLB inh: DAGLB lipase inhibitors, primary screen, biochemical, fluorescence, HTS; HEK293T DAGLB membrane lysate, EnzChek fluorogenic substrate; Diacylglycerol lipase-beta (Homo sapiens), Q8NCG7; 0.059% of 340,000 active; inhibition, % at 5.17 µM; in the data active means inhibition above about 34%;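 further: 0% = enzyme with vehicle and 100% = wells lacking enzyme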
Cardiac RTF inh: cardiac RTF calcium sensitivity inhibitors, primary screen, biochemical, IANBD-TnC fluorescence, EC70 calcium; Troponin I, cardiac muscle (Homo sapiens) + Troponin T, cardiac muscle (Homo sapiens) + …; IANBD-labeled cardiac RTF, Ca2+ fluorescence; inhibition, % at 7.15 µM; 0.12% of 340,000 active;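 active means inhibition above the mean inhibition of all tested compounds plus 3 SD, cut at about 17% in these data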;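 further: assay run at fixed EC70 calcium of 1.6 mM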
Active calls of the source: *; nt = not tested or not shown. Outcome played no part in choosing rows, and some 1.6% of all compounds hit somewhere here.

Every second line gives: LANA DNA inh, SR-BI uptake up, CAL PDZ FP-1, RTF Ca sens act, PKA-R2B activ, Rtt109 HAT inh, Keap1-Nrf2 PPI, CAL PDZ FP-2, DAGLB inh, Cardiac RTF inh
COc1ccc(C2C=C(c3ccc(C)c(C)c3)Nc3ncnn32)c(OC)c1OC (stereo not given)
    -2.1, -19.3, -0.3, 14.4, -7.8, -203.9, -2.7, nt, -3.3, 1.3
CCc1cc2ccc(C)cc2nc1SCC(=O)Nc1c[nH]c(=O)[nH]c1=O
    -1.4, -9.8, -0.4, 1.1, -0.7, 22.9, 4.0, -5.3, 3.1, 3.9
C=CCc1ccc(OCCOCCOc2cccc3cccnc23)c(OC)c1
    1.5, -18.9, -3.2, 5.1, -4.6, 12.0, -0.6, 0.9, -7.2, -4.5
C#CCNc1c2c(nc3nnnn13)CCCC2
    -5.2, -4.7, 15.4, -0.1, -3.1, -11.0, 1.3, -7.9, 0.3, -6.3
COc1ccc(-n2c(=O)[nH]cc(C(=O)Nc3ccc(NC(C)=O)cc3)c2=O)cc1
    -0.5, 20.8, -2.7, 6.2, -8.5, -3.0, -3.8, -3.9, 3.2, -10.4
O=C(Cc1ccccc1)NCCSCc1ccco1
    0.7, nt, -2.0, -0.3, -1.4, -11.4, -1.1, 1.0, -0.4, -4.0
Cc1cccc(N2CC3=C(C2=O)C(c2ccccc2)NC(=O)N3C)c1 (stereo not given)
    -1.5, -2.9, -1.2, -0.2, 7.4, -12.1, -5.1, -1.1, -0.1, 1.3
CCN(CC)C(=O)c1sc2nc(-c3ccncc3)[nH]c(=O)c2c1C
    0.1, 0.8, 0.0, -0.1, -6.5, -5.4, 0.0, -3.6, 1.6, -14.2
O=C1CSCC(=O)N1c1ccccc1
    -1.0, 0.0, -0.4, -0.6, 7.5, 5.7, -4.0, -4.0, -0.7, -12.7
CCCc1ccc(-c2csc(NC(=O)Cc3cccs3)n2)cc1
    -0.4, -19.6, -0.3, 7.3, -12.0, 2.4, -8.8, -2.1, -12.3, -9.0
FC(F)Oc1ccc(NC(=S)NCc2ccccc2)cc1Cl
    -0.2, -13.7, 0.9, 2.9, -8.8, -12.1, 3.5, nt, -5.9, 5.3
Cc1ccc(CNC(=O)C2CC(c3ccccc3[N+](=O)[O-])=NO2)cc1 (stereo not given)
    -0.4, -1.1, -1.8, 9.7, 14.0, -5.1, 4.3, -1.4, -3.1, -8.5
COc1cc(/C=N/NC(=O)C(Cc2c[nH]c3ccccc23)NC(=O)OCC(C)C)cc([N+](=O)[O-])c1O (stereo not given)
    1.3, 4.5, 1.1, 3.4, -5.2, -0.6, -1.6, -2.2, 18.0, -3.0
COc1cc(-c2nc(-c3ccccc3)c(-c3cccs3)[nH]2)cc(OC)c1O
    -0.9, -36.0, 0.5, -0.7, -14.0, 3.6, 2.4, 0.9, 4.6, 1.4
Cc1ccc(C)c(N2CCN(C(=O)C3CCN(S(=O)(=O)c4c(C)noc4C)CC3)CC2)c1
    1.0, -51.5, -0.2, 6.8, -7.6, 29.1, -2.8, -2.7, 0.5, 4.5
Cc1ccc(NCC(=O)N/N=C/c2ccc(OC(=O)c3ccco3)cc2)cc1
    -2.3, -19.3, -0.7, 1.6, 0.3, 3.7, -0.9, -4.7, 3.8, -5.0
Clc1ccccc1/C=N/Nc1cc(N2CCOCC2)ncn1
    -0.1, -22.6, 0.5, -0.1, 7.1, 0.7, -6.7, -1.2, -1.6, -5.1
O=C(O)C1Cc2ccccc2CN1S(=O)(=O)c1ccccc1 (stereo not given)
    1.6, 11.0, 1.8, 10.2, -3.1, 6.3, -3.5, -2.2, -0.1, -7.3
C=CCN1C=C2C(=O)C(C)(OC(=O)CCC(=O)OC)C(=O)C(Br)=C2C=C1c1ccc(OC)cc1 (stereo not given)
    7.6, -1.4, 0.5, 8.0, 9.5, -0.1, 4.4, -1.5, 3.8, -9.0
O=C(COc1ccccc1)Nc1ccccc1N1CCN(c2ccccc2)CC1
    2.0, -64.4, -0.3, -2.8, 7.0, 0.3, -3.0, -3.4, -3.2, -7.0

4 entries picked at random from those above, as already listed:
Every second line gives: LANA DNA inh, SR-BI uptake up, CAL PDZ FP-1, RTF Ca sens act, PKA-R2B activ, Rtt109 HAT inh, Keap1-Nrf2 PPI, CAL PDZ FP-2, DAGLB inh, Cardiac RTF inh
Cc1ccc(CNC(=O)C2CC(c3ccccc3[N+](=O)[O-])=NO2)cc1 (stereo not given)
    -0.4, -1.1, -1.8, 9.7, 14.0, -5.1, 4.3, -1.4, -3.1, -8.5
O=C(O)C1Cc2ccccc2CN1S(=O)(=O)c1ccccc1 (stereo not given)
    1.6, 11.0, 1.8, 10.2, -3.1, 6.3, -3.5, -2.2, -0.1, -7.3
Clc1ccccc1/C=N/Nc1cc(N2CCOCC2)ncn1
    -0.1, -22.6, 0.5, -0.1, 7.1, 0.7, -6.7, -1.2, -1.6, -5.1
COc1cc(/C=N/NC(=O)C(Cc2c[nH]c3ccccc23)NC(=O)OCC(C)C)cc([N+](=O)[O-])c1O (stereo not given)
    1.3, 4.5, 1.1, 3.4, -5.2, -0.6, -1.6, -2.2, 18.0, -3.0

The listing continues:
Every second line gives: LANA DNA inh, SR-BI uptake up, CAL PDZ FP-1, RTF Ca sens act, PKA-R2B activ, Rtt109 HAT inh, Keap1-Nrf2 PPI, CAL PDZ FP-2, DAGLB inh, Cardiac RTF inh
O=c1[nH]cc(S(=O)(=O)N2CCOCC2)c(=O)[nH]1
    -0.1, 15.5, -2.2, 0.2, -7.2, -0.1, -4.4, -3.3, 1.5, -12.8
Cc1ccc2c(c1)C(c1ccccc1)N(C(=O)c1ccc(S(=O)(=O)N3CCOCC3)cc1)CC(=O)N2 (stereo not given)
    -1.4, 19.5, -2.2, 6.2, 5.1, 2.1, -1.3, -1.5, 0.9, -2.7
O=C1CSC(c2ccncc2)N1Cc1ccco1 (stereo not given)
    2.2, 8.0, nt, -7.2, 1.3, 2.5, -0.3, 9.5, -0.9, -3.6
CC(C)NC(=O)N1CC(c2ccccc2)C(c2ccc(Cl)cc2)=N1 (stereo not given)
    0.4, -9.2, 0.2, -5.8, -2.5, -5.7, 4.3, -1.6, -3.9, 1.8
Cc1cc(NC(=O)CSCC(=O)Nc2nc3c(C)cccc3s2)no1
    0.5, 9.4, -6.0, -6.3, -8.3, 5.1, -8.5, -3.5, -1.2, -10.0
CC(C)[C@H](NC(=O)N1CC(=O)Nc2ccccc21)C(=O)Nc1nccs1
    0.8, -3.5, -2.2, -0.9, -5.1, 5.8, 2.9, -2.7, 0.3, 2.8
CCN(CC)S(=O)(=O)c1ccc(C(=O)OCC(=O)c2ccc3c(c2)NC(=O)CO3)cc1
    -0.2, -62.3, -0.1, 3.2, -2.0, 0.0, 0.8, -3.8, 1.3, 4.3
COc1cccc(NC(=O)CN(C)C(=O)Cn2[nH]c(=O)c3ccccc3c2=O)c1
    -2.7, -8.7, 0.3, -1.5, 5.6, -3.2, -2.8, 2.1, 1.5, 3.0
c1ccc(Cc2nc(-c3ccccn3)no2)cc1
    -0.6, 16.5, 1.2, -2.6, -4.2, 1.6, -2.7, -3.8, -2.2, 2.6
Cn1cnnc1SCc1ccc(C(=O)N/N=C(\CCC(=O)O)c2ccc(C(C)(C)C)cc2)cc1
    0.0, 13.1, -3.5, 3.6, -7.8, -1.3, -4.9, 0.3, -1.6, -5.2
O=C(O)CNS(=O)(=O)Cc1ccccc1
    0.1, nt, -3.6, 0.4, -0.2, 0.9, -6.4, -2.0, 0.6, -4.6
O=C(COc1cc2oc(=O)cc(-c3ccccc3)c2cc1Cl)NCC1CCC(C(=O)O)CC1 (stereo not given)
    -0.5, 3.5, -2.4, -4.5, 5.6, 21.0, 3.0, -3.9, -2.2, -8.5
O=C(Nc1nccs1)c1cccc(S(=O)(=O)N2CCCC2)c1
    1.1, 4.4, 0.2, -1.2, 6.5, 2.3, 1.4, 3.2, 1.2, -5.8
COc1ccccc1NC(=O)C(Cc1ccc(Cl)cc1)c1nn[nH]n1 (stereo not given)
    -1.4, 0.6, -0.6, -3.0, 4.2, -8.7, -3.0, -5.1, 3.7, -3.4
CC1(C2CC2)NC(=O)N(CC(=O)N2CCN(c3ccccc3Cl)CC2)C1=O (stereo not given)
    0.5, -26.4, -2.8, 2.6, -1.6, 3.2, 2.2, -7.9, 0.5, 1.5
COc1cc(C)c(C)cc1S(=O)(=O)N1CCCc2ccccc21
    1.1, -2.9, -1.0, -0.5, 2.7, 8.2, 4.2, -0.9, -8.0, 1.2
COc1cc(CNCCC2CCOC(C)(C)C2)ccc1O (stereo not given)
    -0.1, 1.6, 1.1, 3.6, 0.3, -0.2, -3.1, 1.9, -3.1, 0.4
Cc1cc(C#N)c(C)c(SCc2[nH]nc3c2C(c2ccccc2)C(C#N)=C(N)O3)n1 (stereo not given)
    0.9, -9.5, -1.8, 2.1, 2.1, 2.9, -1.0, -1.7, 3.8, -8.2
CCOc1ccc(-n2ccnc(SCC(=O)Nc3ccc(OC)cc3OC)c2=O)cc1
    1.2, -8.7, -1.2, -12.0, 8.0, 33.3, -6.3, nt, -3.7, -10.8
COc1ccccc1Oc1ccc(NC(=O)c2ccccc2C)cc1
    -0.9, -34.7, -2.7, 2.2, -0.8, -4.6, -1.1, -13.9, 1.3, -6.4
CC(C)[C@H](NS(=O)(=O)c1ccccc1)C(=O)OCC(=O)NCc1ccc2c(c1)OCO2
    -0.2, 13.7, -0.1, -4.6, 1.9, 4.6, 4.8, nt, 3.8, 0.0
COc1ccc(NC(=O)C(NC(C)=O)C(=O)Nc2ccc(F)cc2)cc1 (stereo not given)
    -1.4, 24.9, -0.5, -1.5, 4.7, 1.4, 4.7, -0.8, 0.9, -1.8
Cc1ccc(-c2nc(C#N)c(N3CCCCC3)o2)cc1
    0.8, -34.8, -0.2, -5.2, 13.6, -6.9, -0.8, nt, -9.5, 1.1
